pPAFAH inh: pPAFAH enzyme inhibitors, primary screen, biochemical, fluorescence polarization, human | AID 463082, 2010 | inhibition, % at 3.39 µM | 330,000 compounds, 1.5% hits | recombinant pPAFAH, FP-rhodamine probe fluorescence polarization | Platelet-activating factor acetylhydrolase (Homo sapiens), Q13093;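 active = inhibition above the mean inhibition across the screen plus 3 SD, cut at about 25% in these data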;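 note: inhibitors block binding of the rhodamine activity-based probe so polarization drops; 0% = enzyme with DMSO and 100% = wells lacking pPAFAH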
Fam108B inh: mouse Fam108B serine hydrolase inhibitors, primary screen, counter-screen for RBBP9 inhibitor project, biochemical, fluorescence polarization; recombinant Fam108B, FP-Rh probe fluorescence polarization; 300,000 compounds, 0.33% hits; inhibition, % at 9.51 µM;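 active = inhibition above the screen mean inhibition plus 3 SD, computed separately per campaign, cut at about 18% in these data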;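 note: inhibitors lower polarization as less probe binds the enzyme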
GSTO1 inh: inhibitors of recombinant GSTO1, primary screen, counter-screen for RBBP9 inhibitor project, biochemical, fluorescence polarization | Glutathione S-transferase omega-1 (Homo sapiens), P78417 | activity-based probe fluorescence polarization | inhibition, % at 5.96 µM | 300,000 compounds, 1.1% hits | AID 1974, 2009;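 active = inhibition above the campaign mean inhibition plus 3 SD, cut at about 35% in these data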;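 note: 0% = GSTO1-1 with DMSO and 100% = wells lacking GSTO1-1 enzyme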
PAFAH1B3 inh: PAFAH1B3 enzyme inhibitors, primary screen, biochemical, fluorescence polarization, human; Platelet-activating factor acetylhydrolase IB subunit alpha1 (Homo sapiens), Q15102; recombinant PAFAH1B3, FP-rhodamine probe; inhibition, % at 3.39 µM; 340,000 compounds, 0.28% hits;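 active = inhibition above the screen-wide average of all tested compounds plus 3 SD, cut at about 25% in these data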;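 note: 0% = enzyme with DMSO only and 100% = wells lacking PAFAH1B3 protein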
Target sequence (Q15102 whole entry, looked up): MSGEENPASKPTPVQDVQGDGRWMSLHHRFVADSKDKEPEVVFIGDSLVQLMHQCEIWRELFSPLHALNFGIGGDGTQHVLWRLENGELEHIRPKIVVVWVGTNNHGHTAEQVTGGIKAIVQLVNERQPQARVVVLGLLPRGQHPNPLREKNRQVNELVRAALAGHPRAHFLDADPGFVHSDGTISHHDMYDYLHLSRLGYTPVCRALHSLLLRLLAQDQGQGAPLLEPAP
LYPLA1 inh: LYPLA1 inhibitors, primary screen, counter-screen for PME1 inhibitor project, biochemical, fluorescence polarization, FP-Rh probe ABPP; recombinant LYPLA1; Acyl-protein thioesterase 1 (Homo sapiens), O75608; 320,000 compounds, 0.16% hits; inhibition, % at 5.9 µM;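 active = inhibition above the mean of all tested compounds plus 3 SD, set per campaign, cut at about 14% in these data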;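 note: inhibitors block serine hydrolase probe labeling of LYPLA1 so polarization falls; 0% = enzyme with DMSO and 100% = wells lacking LYPLA1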
PAFAH2 inh: PAFAH2 enzyme inhibitors, primary screen, biochemical, fluorescence polarization, human. 340,000 compounds, 0.99% hits. Platelet-activating factor acetylhydrolase 2, cytoplasmic (Homo sapiens), Q99487. inhibition, % at 3.39 µM. recombinant PAFAH2, FP-rhodamine activity probe;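 active = inhibition above the mean over all tested compounds plus 3 SD, cut at about 30% in these data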;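 note: inhibitors block probe labeling of enzyme so polarization drops; 0% = enzyme with DMSO and 100% = wells lacking PAFAH2 protein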
PAD4 FP inh: human PAD4 inhibitors, primary screen, biochemical, fluorescence polarization, 1536-well format. Protein-arginine deiminase type-4 (Homo sapiens), Q9UM07. recombinant PAD4, RCA probe fluorescence polarization. inhibition, % at 6.36 µM. 330,000 compounds, 0.41% hits;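 active = percent inhibition above a cutoff equal to the mean of all tested compounds plus 3 SD, cut at about 15% in these data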;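 note: 0% = PAD4 with RCA probe and DMSO and 100% = probe without PAD4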
Target sequence (Q9UM07 whole entry, looked up): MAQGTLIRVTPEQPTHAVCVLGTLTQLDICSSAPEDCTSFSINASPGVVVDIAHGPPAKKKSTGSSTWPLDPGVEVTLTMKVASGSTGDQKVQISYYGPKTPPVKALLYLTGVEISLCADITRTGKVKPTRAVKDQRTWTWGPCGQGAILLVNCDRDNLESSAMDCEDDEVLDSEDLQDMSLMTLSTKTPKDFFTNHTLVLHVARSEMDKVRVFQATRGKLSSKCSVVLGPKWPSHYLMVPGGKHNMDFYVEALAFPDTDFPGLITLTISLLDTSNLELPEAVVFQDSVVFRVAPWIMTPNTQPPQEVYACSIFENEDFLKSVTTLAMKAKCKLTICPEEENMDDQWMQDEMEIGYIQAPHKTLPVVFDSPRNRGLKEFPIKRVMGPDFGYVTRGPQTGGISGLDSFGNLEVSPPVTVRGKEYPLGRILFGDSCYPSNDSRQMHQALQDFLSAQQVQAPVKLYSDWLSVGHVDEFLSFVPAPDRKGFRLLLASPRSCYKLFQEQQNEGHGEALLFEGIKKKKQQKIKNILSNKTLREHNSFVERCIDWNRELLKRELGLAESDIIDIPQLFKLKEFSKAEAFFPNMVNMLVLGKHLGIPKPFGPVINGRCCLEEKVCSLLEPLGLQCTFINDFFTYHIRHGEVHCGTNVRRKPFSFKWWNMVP
PME-1 inh: PME-1 inhibitors via competitive probe labeling, primary screen, biochemical, fluorescence polarization, FP-Rh probe, HTS. inhibition, % at 5.9 µM. Protein phosphatase methylesterase 1 (Homo sapiens), Q9Y570. recombinant PME-1. AID 2130, 2009. 320,000 compounds, 0.53% hits;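 active = inhibition above the campaign mean of all compounds plus 3 SD, cut at about 26% in these data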;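 note: competitive labeling of PME-1 active site by serine hydrolase directed probe; 0% = PME-1 with DMSO and 100% = wells lacking PME-1 enzyme; inhibitors block probe labeling so polarization falls and inhibition rises; many of its hits are not listed in these tables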
PAFAH1B2 inh: PAFAH1B2 enzyme inhibitors, primary screen, biochemical, fluorescence polarization, human; 340,000 compounds, 1.2% hits; AID 492953, 2010; Platelet-activating factor acetylhydrolase IB subunit alpha2 (Homo sapiens), P68402; recombinant PAFAH1B2, FP-rhodamine activity probe; inhibition, % at 3.39 µM;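 active = inhibition above the mean of all tested compounds plus 3 SD, cut at about 24% in these data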;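 note: 0% = enzyme with DMSO and 100% = wells lacking PAFAH1B2; many of its hits are not listed in these tables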
Starred values were filed as active, the others as inactive; & = joins results of further samples. These rows are one share of the data; rates above refer to the full screens.

Screens in order – GSTO1 inh	PAD4 FP inh	Fam108B inh	PAFAH1B2 inh	LYPLA1 inh	PAFAH2 inh	PAFAH1B3 inh	PME-1 inh	pPAFAH inh
1) COC(=O)c1cn(NC(=O)C2CCC(C(C)(C)C)CC2)c(=O)c2ccccc12 (stereo not drawn)
→ -5	-3	-5	-1	3	-2	-11	-1	2
2) CCOc1ccc(S(=O)(=O)N(C)CC(=O)NCCN2CCOCC2)cc1
→ 0	-6	-1	2	-3	-5	11	-2	2
3) O=c1c2c(nc3nc[nH]n13)CCC2
→ 9	1	-1	6	-3	0	5	-4	1
4) CCOC(=O)C1CCN(C(=O)Cn2ncc3c([nH]c4ccccc43)c2=O)CC1
→ 0	3	1	-1	-1	11	2	0	6
5) CC(C)[C@@H](C(=O)N1CCNCC1)n1cc(CCO)nn1
→ 0	2	0	6	0	0	0	4	-2
6) COc1ccc2cc(C(C)C(=O)Nc3cccc(S(=O)(=O)N(C)C)c3)ccc2c1 (stereo not drawn)
→ -5	-4	-18	1	-15	-5	3	-18	-2
7) CCOC(=O)c1c(C)[nH]c(N=Nc2ccccc2Cl)c1C
→ -2	0	7	4	-7	-4	0	23	-2
8) COc1cc2c(cc1CN1CCN(C(=O)c3cc(OC)c(OC)c(OC)c3)CC1)OCO2
→ 6	1	2	-1	2	8	7	-6	1
9) O=C(CCC(=O)Nc1ccccc1)NNC(=O)c1ccco1
→ 7	0	0	1	0	8	7	-6	1
10) CC(=C/c1ccccc1)/C=C1/SC(N2CCOCC2)=NC1=O
→ -3	-1	-2	5	0	-10	-2	-2	6
11) Cc1nc(N2CCC(C)CC2)c2oc3ccccc3c2n1
→ -6	3	-2	6	-1	2	-5	0	6
12) CN1CCC(=O)N([C@H](CSc2ccc(Br)cc2)Cc2ccccc2)CC1
→ 3	-12	3	10	1	1	4	2	8
13) O=C(CCc1nnc(CCCCc2ccccc2)o1)N1CCN(CCO)CC1
→ -2	2	-5	1	6	-2	-1	4	-2
14) CCCc1cc(C(=O)N2CCN(S(=O)(=O)c3ccc(OC)c(OC)c3)CC2)cs1
→ -1	-2	3	3	-5	9	6	3	8
15) COc1cccc(CNC(=O)CN(C)S(=O)(=O)c2ccc(Br)s2)c1
→ 9	2	0	10	4	-4	4	5	3
16) COc1nnc(-c2ccc(C)c(S(=O)(=O)NCC3CCCO3)c2)c2ccccc12 (stereo not drawn)
→ -2	3	-4	-1	3	17	-3	5	4
17) CCOC(=O)/C(C#N)=C\c1cc(OC)c(OC)cc1[N+](=O)[O-]
→ 8	-13	3	0	4	2	1	5	6
18) COC(=O)Nc1ccc(S(=O)(=O)N2CCC(C(=O)NC3CCCCC3)CC2)cc1
→ 1	-4	-1	3	-3	-5	1	2	-4
19) O=c1c2cc(Cl)ccc2nc(-c2ccc(Cl)c(Cl)c2)n1O
→ -7	0	5	3	-1	3	6	1	2
20) COC(=O)c1ccc(NC(=O)c2ccc(OC(C)=O)c(OC)c2)cc1
→ -2	-3	2	3	-4	0	7	3	1
21) Cc1ccc2nc(Cn3cc(C(F)(F)F)ccc3=O)cc(=O)n2c1
→ 0	1	-6	1	-1	2	0	-1	4
22) CN1C(=O)/C(=C/c2ccccc2OCc2ccc(C(=O)O)cc2)NC1=S
→ -3	-5	2	7	-3	5	5	-1	2
23) Cc1cccc(NC(=O)c2ccc(OCC(=O)NCc3ccccc3)cc2)c1C
→ -4	1	1	5	-2	-1	9	5	5
24) CCc1nc2n[nH]c(N)c2c2c1CCCC2
→ 1	0	5	-4	3	-4	-1	-4	11
25) N#CCCN(C(=O)COc1ccc(Cl)cc1Cl)c1ccccc1
→ 2	-6	0	-1	-8	-2	4	0	-3
26) Cc1ccc(C(=O)NN2C(=O)C3C4c5ccccc5C(c5ccccc54)C3C2=O)cc1 (stereo not drawn)
→ -6	5	-3	7	-3	-2	0	-7	3
27) O=C(NCCc1csc(-c2cccnc2)n1)c1ccc(Br)o1
→ -1	3	2	6	0	0	12	4	1
28) CCN(CC)S(=O)(=O)c1cc(C(=O)OC)ccc1Cl
→ -1	-1	3	1	7	2	5	-2	11
29) COc1ccc(CNC(=O)CSc2nnc3nc(C)cc(C)n23)cc1OC
→ 10	-1	4	6	1	3	16	-2	3
30) C[C@H](NC(=O)CCCOc1ccc(Cl)cc1Cl)c1nnc2ccccn12
→ 0	-5	0	7	2	2	1	-2	6
31) CCOC(=O)N1CCC(NC(=O)CS(=O)(=O)Cc2nc(-c3ccc(C)cc3)oc2C)CC1
→ 3	1	-4	3	5	-2	3	-5	-1
32) CNS(=O)(=O)c1ccc(NC(=S)Nc2ccc3c(c2)OCO3)cc1
→ 1	-5	-1	5	0	4	6	1	4
33) O=C(Nc1cccc([N+](=O)[O-])c1)C1C2CC/C=C\CCC21 (stereo not drawn)
→ -12	-3	-4	-1	-5	-3	2	2	4
34) COc1ccc(CNC(=S)N2CCN(S(=O)(=O)c3cccc(F)c3)CC2)cc1
→ -7	-4	5	3	0	-1	10	9	1
35) COCc1ccc(C(=O)N(C)CC2CCCN(CCc3ccccc3F)C2)o1 (stereo not drawn)
→ -2	3	-2	2	3	-3	1	0	2
36) CS(=O)(=O)N(CC(=O)Nc1ccc(Br)cc1F)C1CCCCC1
→ -2	1	-1	-2	-2	-1	8	-2	3
37) COc1ccccc1NC(=O)CNC(c1ccccc1)c1ccccc1
→ 3	-1	-2	5	0	7	10	-2	5
38) CN(CCC#N)C(=O)COc1ccc(Br)cc1Cl
→ 5	2	5	-2	6	4	7	5	-1
39) CN(c1ccccc1)S(=O)(=O)c1cccc(NC(=O)CSc2nncs2)c1
→ 12	-5	2	5	-4	0	1	-1	1
40) CCN(CC)CCNC(=O)c1cc([N+](=O)[O-])c(N(C)C)cc1OC
→ 9	-3	3	10	-1	-3	3	3	2
41) O=C(/C=C/c1c(Cl)cccc1Cl)NCc1ccccc1
→ 0	0	4	9	-3	3	4	-2	4
42) COc1cc(/C=C2\SC(=S)N(NS(=O)(=O)c3ccccc3)C2=O)ccc1O
→ -150	-57	-149	-65	-93	-116	-93	-195	-71
43) O=[N+]([O-])c1cccc(/C=N/Nc2nnc(-c3ccccc3)c(-c3ccccc3)n2)c1
→ 6	1	0	4	2	-1	6	0	-4
44) Cc1nccn1CCCNC(=O)CC1C(=O)NCCN1Cc1ccc(Cl)c(F)c1 (stereo not drawn)
→ -1	0	-3	1	2	-2	1	-4	-7
45) N#CC1=C(N)C2=CCCC[C@H]2[C@H](c2cccc(F)c2)C1(C#N)C#N
→ -1	-6	-4	7	-6	7	3	7	3

Arranged by the number under PAFAH1B3 inh (largest number first): three of the compounds above.
cpd	Structure	PAD4 FP inh	PAFAH1B2 inh	PAFAH2 inh	PAFAH1B3 inh	PME-1 inh	pPAFAH inh
36	CS(=O)(=O)N(CC(=O)Nc1ccc(Br)cc1F)C1CCCCC1	1	-2	-1	8	-2	3
41	O=C(/C=C/c1c(Cl)cccc1Cl)NCc1ccccc1	0	9	3	4	-2	4
40	CCN(CC)CCNC(=O)c1cc([N+](=O)[O-])c(N(C)C)cc1OC	-3	10	-3	3	3	2

Compound profiles (already shown). Order of screens: GSTO1 inh	PAD4 FP inh	Fam108B inh	PAFAH1B2 inh	LYPLA1 inh	PAFAH2 inh	PAFAH1B3 inh	PME-1 inh	pPAFAH inh
CCOC(=O)c1c(C)[nH]c(N=Nc2ccccc2Cl)c1C is entered as -2	0	7	4	-7	-4	0	23	-2
CN(CCC#N)C(=O)COc1ccc(Br)cc1Cl is entered as 5	2	5	-2	6	4	7	5	-1
CC(C)[C@@H](C(=O)N1CCNCC1)n1cc(CCO)nn1 is entered as 0	2	0	6	0	0	0	4	-2
N#CC1=C(N)C2=CCCC[C@H]2[C@H](c2cccc(F)c2)C1(C#N)C#N is entered as -1	-6	-4	7	-6	7	3	7	3

The listing continues.
Screens in order – GSTO1 inh	PAD4 FP inh	Fam108B inh	PAFAH1B2 inh	LYPLA1 inh	PAFAH2 inh	PAFAH1B3 inh	PME-1 inh	pPAFAH inh
46) COc1ccc(Nc2nc3c(C)cccn3c(=O)c2C=NCc2ccccc2)cc1
→ 1	4	0	6	1	3	10	1	6
47) CCO/C([O-])=N/c1c[n+](N2CCOCC2)no1
→ 1&0	-1&-2	1&-1	4&1	0&-2	1&5	0&4	-3&-2	6&0
48) Nc1ccccc1Sc1ccc(C(F)(F)F)cc1[N+](=O)[O-]
→ -11	-6	2	5	-1	2	2	3	9
49) CCOC(=O)C1CCN(C(=O)c2cc(C)n(C(C)(C)C)n2)CC1
→ 27	2	3	3	-2	-9	5	-9	-7
50) CC1CCN(C(=O)c2[nH]cnc2C(=O)NCC(=O)OC(C)(C)C)CC1
→ 5	-2	-9	3	-3	5	-3	1	4
